# Screening results deposited in PubChem BioAssay by several laboratories.
# Rv3671c protease: inhibitors of M. tuberculosis serine protease Rv3671c; 320,000 compounds, 0.048% hits; P9WHR9; inhibition, % at 5.96 µM; AID 2606; in the data active = inhibition above about 38%;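 note: extracellular domain of Rv3671c used as enzyme; 0% = enzyme with DMSO and 100% = no enzyme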
# DUSP3 inh: blocks human VHR1 dual specificity phosphatase | recombinant VHR phosphatase, pNPP absorbance | inhibition, % at 13.3 µM | 290,000 compounds, 0.52% hits; in the data active = inhibition above about 50%; note: some compounds called inactive have numbers as strong as hits
# SSB-PriA inh: K. pneumoniae PriA-SSBct interaction inhibition; AID 1272365; AlphaScreen SSBct-PriA binding, biotinylated peptide; inhibition, % at 33 µM; 430,000 compounds, 0.6% hits; in the data active = inhibition mostly above about 37%, no sharp cut-off; inactive = mostly below about 20%;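 note: plate controls were negative control peptide for no effect and reference peptide for full effect; strong numbers were not always called active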
# TcdB GH inh: blocks C. difficile toxin B glycohydrolase activity; P18177; TcdB glycohydrolase enzymatic assay, plate reader; inhibition, % at 9.99 µM; 350,000 compounds, 0.24% hits; AID 652162; in the data active = inhibition above about 10%
# Target sequence (P18177 whole entry, looked up): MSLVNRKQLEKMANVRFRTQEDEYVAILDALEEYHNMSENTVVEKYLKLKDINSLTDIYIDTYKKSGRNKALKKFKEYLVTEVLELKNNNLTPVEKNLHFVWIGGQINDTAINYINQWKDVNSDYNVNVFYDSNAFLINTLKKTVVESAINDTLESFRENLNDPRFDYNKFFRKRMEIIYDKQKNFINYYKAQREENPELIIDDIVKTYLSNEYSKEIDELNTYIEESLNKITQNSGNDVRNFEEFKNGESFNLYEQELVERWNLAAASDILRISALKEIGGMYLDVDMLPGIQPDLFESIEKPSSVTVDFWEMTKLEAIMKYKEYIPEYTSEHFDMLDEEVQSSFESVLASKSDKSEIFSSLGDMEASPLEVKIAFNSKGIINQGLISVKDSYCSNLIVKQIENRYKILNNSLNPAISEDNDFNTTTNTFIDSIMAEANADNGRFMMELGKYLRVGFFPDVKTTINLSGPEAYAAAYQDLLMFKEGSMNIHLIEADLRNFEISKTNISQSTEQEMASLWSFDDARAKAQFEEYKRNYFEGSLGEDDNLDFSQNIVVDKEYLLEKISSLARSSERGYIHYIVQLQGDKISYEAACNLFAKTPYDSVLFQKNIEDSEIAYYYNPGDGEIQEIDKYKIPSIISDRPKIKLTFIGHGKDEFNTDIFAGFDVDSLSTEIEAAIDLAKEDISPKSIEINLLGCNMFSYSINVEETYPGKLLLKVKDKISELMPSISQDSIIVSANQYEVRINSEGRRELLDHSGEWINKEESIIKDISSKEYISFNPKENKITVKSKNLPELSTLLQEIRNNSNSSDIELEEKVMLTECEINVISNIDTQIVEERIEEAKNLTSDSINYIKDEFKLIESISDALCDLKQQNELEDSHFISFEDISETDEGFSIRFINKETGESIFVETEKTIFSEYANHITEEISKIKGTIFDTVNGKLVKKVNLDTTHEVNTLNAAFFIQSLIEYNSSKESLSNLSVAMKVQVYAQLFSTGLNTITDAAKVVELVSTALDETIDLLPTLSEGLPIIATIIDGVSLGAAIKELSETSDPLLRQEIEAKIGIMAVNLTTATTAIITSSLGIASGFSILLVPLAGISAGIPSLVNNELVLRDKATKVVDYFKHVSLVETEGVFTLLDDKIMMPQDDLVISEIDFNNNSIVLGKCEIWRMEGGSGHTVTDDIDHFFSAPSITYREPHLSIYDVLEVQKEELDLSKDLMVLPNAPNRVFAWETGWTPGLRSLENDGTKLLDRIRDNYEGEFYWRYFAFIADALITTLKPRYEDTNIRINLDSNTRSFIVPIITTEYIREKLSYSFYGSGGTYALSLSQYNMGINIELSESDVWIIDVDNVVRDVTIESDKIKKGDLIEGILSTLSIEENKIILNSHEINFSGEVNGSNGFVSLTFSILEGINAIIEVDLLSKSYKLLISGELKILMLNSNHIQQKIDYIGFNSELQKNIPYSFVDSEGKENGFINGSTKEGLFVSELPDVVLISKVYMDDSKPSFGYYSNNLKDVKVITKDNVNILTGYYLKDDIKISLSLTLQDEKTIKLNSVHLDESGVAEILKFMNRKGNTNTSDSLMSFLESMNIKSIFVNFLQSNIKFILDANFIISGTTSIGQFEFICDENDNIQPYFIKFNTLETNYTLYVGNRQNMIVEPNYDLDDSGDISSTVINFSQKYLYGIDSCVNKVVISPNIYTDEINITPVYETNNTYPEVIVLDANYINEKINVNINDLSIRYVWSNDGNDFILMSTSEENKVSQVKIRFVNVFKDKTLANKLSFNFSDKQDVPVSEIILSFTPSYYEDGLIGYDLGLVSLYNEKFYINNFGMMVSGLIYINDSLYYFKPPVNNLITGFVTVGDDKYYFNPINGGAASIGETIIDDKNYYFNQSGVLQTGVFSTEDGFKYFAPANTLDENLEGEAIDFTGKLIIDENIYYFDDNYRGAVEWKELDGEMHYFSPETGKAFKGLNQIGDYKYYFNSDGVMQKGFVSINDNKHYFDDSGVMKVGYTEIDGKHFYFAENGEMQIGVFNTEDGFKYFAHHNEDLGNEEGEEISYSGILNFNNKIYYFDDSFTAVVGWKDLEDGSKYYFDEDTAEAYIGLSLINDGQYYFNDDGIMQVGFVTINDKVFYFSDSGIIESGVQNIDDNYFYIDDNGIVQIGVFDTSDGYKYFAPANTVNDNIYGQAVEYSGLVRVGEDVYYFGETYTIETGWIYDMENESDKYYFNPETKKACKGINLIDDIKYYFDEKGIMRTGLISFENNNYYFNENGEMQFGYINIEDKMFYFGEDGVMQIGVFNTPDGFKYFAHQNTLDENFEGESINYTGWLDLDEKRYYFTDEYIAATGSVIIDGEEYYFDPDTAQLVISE
# Anthrax LF prot: blocks Bacillus anthracis lethal factor protease; P15917; multiplex microsphere protease cleavage assay, LF; inhibition, % at 10 µM; 360,000 compounds, 0.12% hits; AID 588501; in the data active = inhibition above about 30%; note: plate controls were buffer without enzyme for full effect and enzyme alone for no effect
# Yp Topo-I inh: blocks Yersinia pestis topoisomerase I activity | 360,000 compounds, 0.064% hits | Y. pestis Topo-I cleavage product accumulation, plate reader | activity, % at 10 µM; in the data active = activity above about 50%, passing the limit was not always enough; note: inactives centre near 2
# BH1578 lux ind: inducers of Vibrio cholerae quorum light production without autoinducers; V. cholerae BH1578 lux reporter, luminescence, 6 h; activation, % at 18.7 µM; 350,000 compounds, 0.16% hits; AID 588436; in the data active = activation mostly above about 9.7%, no sharp cut-off; note: not every result past the cut was called active; inactives centre near 0; reference of the scale not given here
# SARS 3CLpro inh: SARS-CoV 3CLpro protease inhibition | 290,000 compounds, 0.14% hits | P0C6X7 | AID 1706 | recombinant SARS-CoV 3CLpro, quenched FRET peptide cleavage | inhibition, % at 6 µM; in the data active = inhibition above about 12%
# PfHsp40 yeast: compounds rescuing yeast from Plasmodium falciparum HSP40 toxicity; 340,000 compounds, 0.68% hits; AID 504582; S. cerevisiae expressing PfHsp40, growth rescue, ATP luminescence; growth rescue, % at 12.5 µM; in the data active = growth rescue above about 28%, passing the limit was not always enough;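 note: yeast W303a lacking pdr1 and pdr3 grown in galactose medium; growth measured after three days at 30 °C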
# MazEF act: increases E. coli MazEF RNase cleavage of RNA | FAM/BHQ RNA-DNA oligo cleavage fluorescence, 5 h | 350,000 compounds, 0.32% hits | activation, % at 20 µM | P0AE70; in the data active = activation above about 50%
# * marks the source's active call; other numbers are inactive results; i = inactive; / = no result given; & = joins results of further samples. Only part of the results is shown (hit frequency here may not be typical).
SMILES,Rv3671c protease,DUSP3 inh,SSB-PriA inh,TcdB GH inh,Anthrax LF prot,Yp Topo-I inh,BH1578 lux ind,SARS 3CLpro inh,PfHsp40 yeast,MazEF act
CCN(Cc1cnn(C)c1)C(=O)c1cc(COc2ccc3c(c2)CCCC3)on1,7,18,2,0.5,-1,24,1.3,4,4.2,6
CC1(c2ccccc2)NC(=O)N(CC(=O)Nc2ccc([N+](=O)[O-])cc2)C1=O (stereo unspecified),5,7,18,2.0,-3,-6,i,2,-0.8,0
Nc1c(Cl)ncnc1N/N=C/c1cccnc1,-6,-12,i,-1.0,-28,-5,-0.4,-1,-2.0,6
COC(=O)Nc1c(-c2ccccc2)nc2ccc(C)cn12,-3,15,-11,/,4,1,0.4,-3,-1.2,6
C=Cc1c(C)c2cc3[nH]c(cc4nc(cc5nc(cc1[nH]2)C(C)=C5CCC(=O)O)C(CCC(=O)O)=C4C)c(C)c3C=C,32&21,/,5,-1.6,8&6,0&-18,-0.7&-0.4,/,0.1&-0.6,-47&-26
COc1cc(NC(=O)Nc2nc(C(N)C3CCCCC3)cs2)cc(OC)c1OC (stereo unspecified),/,/,/,0.5,-4,-15,2.2,/,/,/
C[C@@H]1CN([C@H](C)CO)C(=O)CCCn2cc(nn2)CO[C@H]1CN(C)S(=O)(=O)c1ccc(-c2ccccc2)cc1,/,/,/,0.9&0.0,0,19,i,/,/,6
Cc1cccc(-n2ccnc2SCC(=O)Nc2nnc(C)s2)c1,-3,8,-3,7.5,-4,10,-0.2,0,-0.4,0
COc1ccccc1OCCNC(=O)Nc1cc(F)c(F)cc1Cl,5,27,-12,0.8,31*,8,-0.6,4,0.5,-1
COC(=O)Oc1ccc(/C=N/NC(=O)CN(c2ccccc2Br)S(C)(=O)=O)cc1OC,-5,/,/,1.7,-2,5,-0.4,/,1.2,14
CC(OC(=O)C1CC1)C(=O)Nc1cccc(S(=O)(=O)N2CCOCC2)c1 (stereo unspecified),2,/,-3,0.5,5,2,-1.2,/,-0.7,-8
O=C(CCNS(=O)(=O)c1ccc(Br)s1)N1CCN(c2ccccc2)CC1,/,13,15,/,0,25,i,-1,21,-1
C=CCN1CC(c2nc3ccccc3n2Cc2cccc3ccccc23)CC1=O (stereo unspecified),4,17,9,/,-1,40,1.8,-4,2.1,4
Cc1cc(CN2CCCC(C(=O)Nc3cccc(-n4cccn4)c3)C2)cc(C)c1O (stereo unspecified),4,-9,9,-0.4,-3,1,i,1,0.3,0
CCOC(=O)CCCCCN1C(=O)c2cccc3cccc(c23)C1=O,-9,21,-12,0.4,-4,32,0.7,2,-0.6,-4
CCCCN1C(=O)C2C(C(=O)Nc3cccc(OC)c3)C3C=CC2(O3)C1C(=O)NC1CCCCC1C (stereo unspecified),-2,-5,-6,/,/,3,i,0,4.8,10
Cc1ccc(CN2CC(C(=O)N3CCN(c4ccccc4O)CC3)CC2=O)cc1 (stereo unspecified),11,/,-17,1.7,-2,14,i,/,-0.1,-5
C=CCn1c(SCC(=O)Nc2c(C)n(C)n(-c3ccccc3)c2=O)nc2sc(C)c(C)c2c1=O,0,2,0,/,-3,17,i,-1,-0.4,-1
Cc1ccc(/C=C/C(=O)O)cc1S(=O)(=O)N1CCCCC1,5,26,-6,0.6,0,2,1.3,-2,-0.1,7
CCOCCCNCc1ccc(OC)c(OC)c1,16,-6,-20,/,2,5,0.4,-6,-0.7,2
O=C(c1ccc(=O)[nH]c1)N1CCN(S(=O)(=O)c2ccc(Cl)cc2)CC1,-4,26,-9,0.4,1,-9,0.5,-8,-1.9,-18
O=C(CN1CCN(C(=O)c2ccco2)CC1)Nc1c2c(nc3c1CCC3)CCCC2,/,-2,-1,/,-1,-1,-2.2,-5,2.2,8
O=C(Nc1cccc(S(=O)(=O)NC2=NCCCCC2)c1)c1cc(-c2ccncc2)nc2ccccc12,-8,26,4,2.9,-2,14,/,-1,-0.6,7
CCOC(=O)c1ccc(NC(=O)COc2cc3oc(=O)c(CC(C)O)c(C)c3cc2Cl)cc1 (stereo unspecified),-5,-15,-5,1.7,-3,7,-2.0,5,-0.9,-45
CN(CCc1ccccn1)C(=O)c1nn2c(C(F)(F)F)cc(-c3ccco3)nc2c1Cl,9,5,1,/,-5,2,i,1,0.0,0

# Next entries follow.
SMILES,Rv3671c protease,DUSP3 inh,SSB-PriA inh,TcdB GH inh,Anthrax LF prot,Yp Topo-I inh,BH1578 lux ind,SARS 3CLpro inh,PfHsp40 yeast,MazEF act
CC(C)Oc1ccc(CN2CCC2(C)C(=O)Nc2cnc3ccccc3c2)cc1 (stereo unspecified),/,/,/,0.1,-2,32,-1.1,/,/,/
COc1ccc(CCNC(=O)CCCn2nc(C)c([N+](=O)[O-])c2C)cc1OC,0,10,-14,1.9,4,-2,-0.2,0,-2.0,6
O=C(Nc1nccs1)c1ccc(COc2c(F)c(F)cc(F)c2F)o1,-4,/,-11,0.2,-6,7,i,/,-0.7,-15
Cc1ccc(C)c(OCc2nc3ccc(S(=O)(=O)Nc4c(C)n(C)n(-c5ccccc5)c4=O)cc3[nH]2)c1,-10,15,-6,2.4,-3,24,i,-1,-0.8,4
CCN(CC)CCNC(=O)CCCCCn1c(=O)[nH]c2cc(C(=O)OC)ccc2c1=O,-2,28,6,/,/,11,0.1,4,-2.1,8
O=[N+]([O-])c1ccc(-c2cc(-c3ccc(Cl)cc3)n[nH]2)cc1,-19,30,-4,/,3,-8,-0.5,-6,0.1,-27
COc1ccc(NC(=O)CCCn2c(=O)[nH]c3ccccc3c2=O)cc1,-5,27,-3,/,11,12,-0.6,-5,1.0,9
COCCCN=C1NN=C(c2cc(C)n(-c3ccccc3F)c2C)CS1,2,12,6,-0.2,-2,-2,i,3,-1.2,3
Cc1ccc(SCn2nnc3ccccc3c2=O)c(C)c1,3,13,-59,2.3,7,10,-0.6,0,1.6,2
CCOc1cc(/C=C/c2cc(C(=O)O)c3ccccc3n2)ccc1O,0,3,-7,/,-1,5,-0.7,-3,-0.8,8
CCOC(=O)c1c(SC)n(-c2ccccc2)c(=S)n(-c2ccccc2)c1=O,/,24,-1,-0.1,2,9,-1.5,9,-1.9,10
C=CCN(C(=O)CCC(=O)Nc1cc(C)on1)C(C(=O)NC1CCCC1)c1ccc(OC)cc1OC (stereo unspecified),4,-3,0,0.0,-8,25,0.2,-4,-0.1,-2
CCCCCCCC1=NN(c2ccc(S(=O)(=O)O)cc2)C(=O)C1N=O (stereo unspecified),/,/,/,-0.8,-3,0,i,/,/,-3
O=C(CSc1ccccc1F)Nc1ccc2c(c1)OCO2,3,/,-4,0.6,5,-1,i,/,0.3,6
O=C(CSc1ccccc1Cl)N1CCOCC1,1,24,0,1.6,-19,5,i,-4,-0.9,9
COc1ccccc1C(=O)NNC(=O)c1ccccc1F,-3,-10,-17,0.1,-2,2,i,0,0.4,5
COc1cccc(NC(=O)c2cc([N+](=O)[O-])ccc2NCc2cccnc2)c1,-12,7,29,/,0,-5,-0.9,0,1.6,7
O=C(NS(=O)(=O)c1ccccc1)c1ccccc1O,-5,5,-13,/,1,-3,-0.3,-8,0.1,5
CCN(CC)c1ccc(/C=N/NC(=O)Cc2cccs2)c(O)c1,13,-5,/,/,-2,4,1.4,-4,1.9,-4
Cc1cc([N+](=O)[O-])nn1CC(=O)NCCCn1ccnc1,-3,10,-7,-0.2,-2,2,i,-2,-0.4,0
COc1cc(/C=C/C(=O)NCc2cccnc2)cc(OC)c1OC,1,32,-23,/,-4,-7,2.6,6,-0.8,1
NCCCCCc1nnc(SCC(=O)c2ccc(Cl)cc2)o1,-5,4,1,/,1,-18,5.0,-3,1.1,8
O=C(COc1cc2oc(=O)cc(-c3ccccc3)c2cc1Cl)NCC1CCC(C(=O)O)CC1 (stereo unspecified),-2,5,-4,0.6,-2,16,-0.3,1,1.0,-1
COc1cc(C(=O)Nc2ccc3c(c2)OCCO3)ccc1OC(C)C,-2,9,-6,/,2,0,i,1,0.0,-3
CCOC(=O)C1=C(COC(=O)c2ccc([N+](=O)[O-])o2)NC(=O)NC1C (stereo unspecified),-6,/,-8,1.6,0,4,i,/,0.1,4

# Next part.
SMILES,Rv3671c protease,DUSP3 inh,SSB-PriA inh,TcdB GH inh,Anthrax LF prot,Yp Topo-I inh,BH1578 lux ind,SARS 3CLpro inh,PfHsp40 yeast,MazEF act
Cc1cc(NS(=O)(=O)c2ccc(NC(=O)c3cnc(Cl)c(Cl)c3)cc2)nc(C)n1,-3,/,-1,-3.7,0,-2,i,/,-0.4,5
CCOC(=O)N1CCC(NC(=O)c2cc(S(=O)(=O)N(CC)CC)ccc2F)CC1,-2,-31,3,/,5,-1,-3.6,-4,-0.2,-14
CCCCNC(=O)Nc1c(C(=O)OCC)[nH]c2ccccc12,2,8,-19,/,3,-4,i,-1,-1.7,3
Cn1cc(CCC(=O)NCc2ccc(Cl)cc2)c2ccccc21,7,22,-5,1.8,3,-3,-0.6,2,0.0,-10
CSc1ncccc1C(=O)OCC(=O)N(CC(C)C)C1CCS(=O)(=O)C1 (stereo unspecified),2,21,-2,/,-2,-3,i,2,-2.0,5
Cc1c(C)n(CCc2ccccc2)c2ncnc(NCCCO)c12,8,-13,-5,1.9,-2,1,-0.5,4,-0.7,8
O=C(Nc1ccc2nc(-c3ccco3)c(-c3ccco3)nc2c1)NC1CC1,/,-14,4,/,14,-12,i,3,0.7,-22
O=C1/C(=C/c2ccc(O)cc2)SC(=S)N1CC1CCCO1 (stereo unspecified),-2,-7,3,1.4,-7,-1,2.2,4,1.7,-368
O=C(CCCN1C(=O)C2C3C=CC(C3)C2C1=O)N1CCN(c2ccccc2)CC1 (stereo unspecified),2,10,-4,/,1,5,-1.9,0,0.8,7
COc1ccc(CC(=O)NC(c2ccccc2)c2ccc(C)cc2)c(OC)c1 (stereo unspecified),-2,0,-4,0.9,-10,48,-6.9,4,-0.1,1
O=C(NCc1cccnc1)C(=O)NCC1OCCCN1S(=O)(=O)c1ccc(F)cc1 (stereo unspecified),6,10,-1,-1.3,1,5,i,-1,0.1,-6
CCc1cc2c(=O)c(-c3nc4ccccc4n3C)c(C)oc2c(CN2CCOCC2)c1O,0,-4,-17,-1.9,5,3,i,6,-0.3,-2
CC(=O)Nc1ccc(NC(=O)Nc2ccc3c(c2)N(C)C(=O)CS3)cc1,0,-17,13,0.4,-2,2,i,3,-1.1,3
Cn1c(NCCO)nc2c1c(=O)n(Cc1cccc(Cl)c1)c(=O)n2C,-7,34,4,0.6,-7,3,i,0,0.4,10
O=C(Nn1cnnc1)c1cc([N+](=O)[O-])cc([N+](=O)[O-])c1,0,0,-2,/,-2,-10,1.4,-2,1.7,-5
c1cncc(CNc2ncnc3sccc23)c1,-3,29,2,1.7,3,2,i,4,0.0,-4
CCCNC(=O)c1ccc2snnc2c1,2,18,4,/,-2,1,0.0,-3,-0.3,12
CCOC(=O)NN=C1CN(S(=O)(=O)c2ccc(C)cc2)C1,17,36,-9,0.9,2,0,-0.1,-5,0.2,1

# Random excerpt: 6 records from the list, in no set order.
SMILES,Rv3671c protease,DUSP3 inh,SSB-PriA inh,TcdB GH inh,Anthrax LF prot,Yp Topo-I inh,BH1578 lux ind,SARS 3CLpro inh,PfHsp40 yeast,MazEF act
CCOC(=O)N1CCC(NC(=O)c2cc(S(=O)(=O)N(CC)CC)ccc2F)CC1,-2,-31,3,/,5,-1,-3.6,-4,-0.2,-14
CCOC(=O)NN=C1CN(S(=O)(=O)c2ccc(C)cc2)C1,17,36,-9,0.9,2,0,-0.1,-5,0.2,1
CCc1cc2c(=O)c(-c3nc4ccccc4n3C)c(C)oc2c(CN2CCOCC2)c1O,0,-4,-17,-1.9,5,3,i,6,-0.3,-2
COc1ccc(CC(=O)NC(c2ccccc2)c2ccc(C)cc2)c(OC)c1 (stereo unspecified),-2,0,-4,0.9,-10,48,-6.9,4,-0.1,1
O=C(NCc1cccnc1)C(=O)NCC1OCCCN1S(=O)(=O)c1ccc(F)cc1 (stereo unspecified),6,10,-1,-1.3,1,5,i,-1,0.1,-6
CSc1ncccc1C(=O)OCC(=O)N(CC(C)C)C1CCS(=O)(=O)C1 (stereo unspecified),2,21,-2,/,-2,-3,i,2,-2.0,5
